NF-kB neuron act = compounds increasing NF-kB expression in human neuronal cells. NF-kB reporter expression; active compounds read high. fold change at 12.5 µM. 190,000 tested, 1.6% active; in the data active = fold change above about 3.3
APP 5'UTR act = APP 5'UTR luciferase reporter activation | SH-SY5Y APP 5'UTR luciferase reporter, luminescence; zero percent = DMSO vehicle wells | activation, % at 2 µM | 190,000 tested, 1% active;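 active = activation above a set limit, based on mean plus 3 SD of controls, cut at about 140% in these data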; note: values of inactives mirror those of a sister screen read the other way
Hsp70 act = switches on Hsp70 transcription. HeLa Hsp70 promoter luciferase reporter, luminescence; scaled: vehicle 0, proteasome-inhibitor control 100%. AID 1203. activation, % at 10 µM. 200,000 tested, 0.04% active;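 active = activation above the mean across all tested compounds plus 3 SD, cutoff set per campaign, cut at about 5.5% in these data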;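 note: 100% = MG132 at 30 µM as the positive control and 0% = DMSO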
Redox H2O2 prof = compounds producing H2O2 with reducing agent – biochemical, NIH compound library profiling, artefact control for MLSCN library redox annotation, primary screen; DTT-dependent redox cycling H2O2, phenol red/HRP absorbance; 100% = 100 µM peroxide control, 0% = buffer; activation, % at 10 µM; 200,000 tested, 0.03% active; AID 878;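 active = activation of at least 50% relative to the plate's high and low controls in the primary single-dose screen; inactive = activation below 50%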;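 note: compound incubated with DTT at 0.8 mM final as the reducing agent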
HMGR II inh = inhibitors of class II HMG-CoA reductase from Enterococcus faecalis; inhibition, % at 10 µM; purified E. faecalis HMGR, NADPH absorbance 340 nm kinetic; 190,000 tested, 0.41% active; AID 1066;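 active = inhibition above a set limit, the median over all tested compounds plus 3 SD, cut at about 9.5% in these data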;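 note: enzyme runs in reverse so mevalonate oxidation gives rising NADPH absorbance; 0% = complete reaction with DMSO and 100% = background rate lacking mevalonate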
STAT1 act = STAT1 signaling activation; AID 932; activation (% of control), % at 5.5 µM; 200,000 tested, 2.6% active; NIH 3T3 STAT1-luciferase reporter, IFN-gamma, luminescence; 100% = IFN-gamma alone, no compound;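 active = activation above the screen-wide mean activation plus 3 SD, cut at about 130% in these data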;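 note: raw ratio to IFN-gamma control signal so 100% means no change and 0% no light; values of inactives mirror those of a sister screen read the other way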
G6PDH counter = counter-screen for G6PDH assay hits: L. mesenteroides G6PDH inhibition; Purified L. mesenteroides G6PDH, diaphorase/resazurin coupled fluorescence, 45 min; inhibition, % at 5 µM; 200,000 tested, 0.12% active; AID 1020; in the data active = inhibition above about 50%
FLuc inhib CS = counter-screen for luciferase assay inhibitors: firefly luciferase inhibition; P08659; ATPLite firefly luciferase biochemical luminescence, 10 min; inhibition, % at 10 µM; 200,000 tested, 1.5% active;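 active = inhibition above about 50% when tested at 10 µM, limit read from the data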
FLuc act counter = firefly luciferase counter-screen for stimulation assays. 200,000 tested, under 10 active. AID 1027. activation factor at 10 µM. ATPlite luciferase biochemical, luminescence, 10 min; 0 = ATP-free wells, 1 = DMSO control;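 active = luciferase activation factor, scaled between plate controls, of at least 2 with compound at 10 µM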
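Assay system: Luciferase/luciferin detection reagent, cell-free biochemical luciferase assay / Also added: ATP substrate / Schedule: 10 min at ambient temperature / Measured by: luminescence measurement of luciferase light output / Benchmarks: low control with PBS replacing ATP, high control enzyme plus ATP without compound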
APP transl inh = APP translation inhibition; AID 1285; inhibition, % at 2 µM; 190,000 tested, 0.82% active; SH-SY5Y APP 5'UTR-luciferase reporter, luminescence;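 active = inhibition above a set limit, derived from the sample mean plus 3 SD, cut at about 45% in these data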; note: values of inactives mirror those of a sister screen read the other way
* = called active by the depositor; x = no result given.

SMILES	NF-kB neuron act	APP 5'UTR act	Hsp70 act	Redox H2O2 prof	HMGR II inh	STAT1 act	G6PDH counter	FLuc inhib CS	FLuc act counter	APP transl inh
Cc1cc(C)cc(N(CC(=O)NCCSCc2ccco2)S(C)(=O)=O)c1	1.1	-8	-0.2	-0.4	2	102	20	-1	1	8
COc1cccc(/C=C2\SC(=O)N(CCC(=O)NNC(=O)c3cccc(Cl)c3)C2=O)c1	1.1	8	-0.1	0.5	-5	100	-15	-6	1.1	-8
Cc1ccccc1CSCC(=O)NCCSc1ccccn1	1.2	4	-0.3	-0.2	-2	102	1	-5	1.1	-4
COc1ccc(CNC(=O)CC2C(=O)NCCN2CC(C)(C)C)c(OC)c1 (centres undefined)	1.2	-3	0.0	-0.4	-2	102	9	-6	1.1	3
COc1ccc(-c2noc(CSc3nc(-c4ccccc4)cc(=O)[nH]3)n2)cc1OC	1.1	-6	-0.2	0.8	2	103	14	3	1	6
N#Cc1ccccc1NC(=O)c1cc(=O)c2ccccc2o1	1.4	19	-0.1	-1.1	-4	119	6	7	0.9	-19
C=CCN=Cc1c(C)[nH]n(-c2ccccc2)c1=O	11*	49	-0.1	-0.9	0	127	6	3	1	-49
CCC(=O)NCCc1nc2cc(NC(=O)c3ccccc3OC)ccc2n1C	1.9	22	-0.2	1.2	-7	108	6	27	0.7	-22
CCOC(=O)c1c(C)[n+]([O-])c2ccc3c(non3O)c12	0.94	14	-0.1	0.8	1	104	0	-5	1.1	-14
N#CC1=C(c2ccc(-c3ccccc3)cc2)COC1=O	2.4	28	1.0	0.3	-5	107	0	-6	1.1	-28
O=C(Nc1nnc(-c2ccco2)s1)C1CC1	2	16	-0.4	1.3	4	125	7	0	1	-16
COc1cccc(C2CC(c3cccs3)=NN2C(=S)Nc2ccccc2)c1OC (centres undefined)	0.96	-18	-0.3	2.8	-5	97	1	-5	1	18
CCOC(=O)c1c(-c2ccc(F)cc2)csc1NC(=O)c1c(-c2ccccc2)noc1C	0.93	7	-0.2	0.6	-9	100	-16	-6	1.1	-7
CCOC(=O)C1(N(CC)CC)Sc2cc(C)ccc2NC1=O (centres undefined)	1.1	5	0.9	1.6	4	105	8	1	1	-5
COc1ccc(N2C(=O)C(CC(=O)O)S/C2=C\C(C)=O)cc1 (centres undefined)	1	-8	-0.3	-0.3	-3	102	6	-2	1	8
COc1ccccc1NS(=O)(=O)c1ccc(Cl)c(NC(=O)c2sc3cc(Cl)ccc3c2Cl)c1	1.2	15	-0.2	0.1	-4	104	2	-9	1.1	-15
Cc1ccc(-c2cc(-c3ccccc3)c3c(N)c(S(C)(=O)=O)sc3n2)cc1	1.4	-6	-0.3	0.2	-5	100	5	-3	1	6
CN(C1CCCCC1)S(=O)(=O)c1ccccc1	1.1	20	-0.2	-2.7	-6	99	2	-7	1.1	-20
O=C(COc1cccc2ccccc12)Nc1nc2ccccc2[nH]1	0.75	2	0.0	0.4	0	102	8	-1	1	-2
Cc1ccccc1-c1cccc([C@@H]2C[C@H]3CN(Cc4cccnc4)C(=O)[C@]34CCCN24)c1	0.58	33	-0.1	0.6	0	97	1	-6	1.1	-33
CCOC(=O)C1CCN(S(=O)(=O)c2cccc(-c3cn4ccccc4n3)c2)CC1	0.96	4	0.0	0.1	-1	92	4	1	1	-4
C/C(=N\NC(=O)CCCOc1ccc(Cl)cc1C)c1ccc(C)o1	1.1	4	-0.1	5.5	-3	104	7	4	1	-4
CC(C)Cc1ccc(/C=C/C(=O)N2CCOCC2)cc1	3.8*	101	0.0	0.4	-7	146*	2	26	0.7	-101
C/C(O)=c1/cnc2nc3ccccc3n2c1=O	1.4	9	-0.3	-1.2	-1	108	14	4	1	-9
COc1ccc(NC(=O)c2oc3ccc(S(=O)(=O)N4CCOCC4)cc3c2C)cc1	0.27	-1	-0.3	0.3	-5	97	1	1	1	1
O=C(CCCc1ccccc1)NCc1ccccc1	1.2	-2	-0.3	-0.3	1	108	11	5	0.9	2
O=c1cc(CO)oc(CN2CCN(Cc3ccccc3)CC2)c1O	1.1	3	-0.5	0.0	-2	97	13	-9	1.1	-3
CCCCC(=O)Nc1ccc(NC(=O)c2cccs2)cn1	1.2	14	0.1	0.9	-2	108	x	x	x	-14
Cc1cccc(NC(=O)[C@H](Cc2ccccc2)NC(=O)OCc2ccccc2)c1	0.98	-2	-0.2	-0.7	1	105	19	0	1	2
Cc1ccc2nc(-c3ccncc3)cc(C(=O)Nc3ccc4c(c3)OCCO4)c2c1	0.59	-13	-0.3	-0.9	-3	102	15	-1	1	13
COc1ccccc1NC(=O)N1CCCC1C(=O)NCc1ccccc1F (centres undefined)	0.91	-9	-0.3	-0.1	-3	87	12	-3	1	9
NC(=O)c1ccc(-n2nnnc2Oc2ccc(Br)cc2)cc1	0.89	-34	-0.2	0.1	-4	90	5	3	1	34
Cc1[nH]c2ccccc2c1C(=O)CSC(=S)N1CCCCC1	1.9	53	0.1	0.0	-1	144*	1	55*	0.5	-53
CCOC(=O)CC1C(=O)NCCN1C(=O)c1ccc(F)cc1F (centres undefined)	1.1	3	-0.2	0.0	-2	103	-2	-1	1	-3
CN(CC(=O)Nc1cc(S(=O)(=O)N2CCOCC2)ccc1Cl)C1CCS(=O)(=O)C1 (centres undefined)	0.89	4	0.0	-0.6	0	97	10	30	0.7	-4
COCCCN1C(=O)C(=O)/C(=C(/O)c2ccc(OCC(C)C)cc2C)C1c1cccnc1 (centres undefined)	1	10	0.0	3.5	0	101	-19	-7	1.1	-10
COc1ccccc1-n1c(C)nnc1SCC(=O)Nc1cccc(C(C)=O)c1	0.95	19	0.4	3.0	1	100	-14	-4	1	-19
COc1ccc(CC(=O)NCC2(N3CCCCC3)CCCCC2)cc1	1.1	1	0.0	-0.3	3	97	10	-4	1	-1
O=C(N/N=C/c1ccc(Sc2ccccn2)o1)c1cccc([N+](=O)[O-])c1	1.1	-17	0.0	-0.5	-4	85	-4	4	1	17
N#Cc1cc2c(nc1SCC(=O)NCc1ccc3c(c1)OCO3)CCCCC2	1.3	8	0.0	-0.1	-5	103	2	-3	1	-8

Overlap with the part before: four compounds, then new ones.
SMILES	NF-kB neuron act	APP 5'UTR act	Hsp70 act	Redox H2O2 prof	HMGR II inh	STAT1 act	G6PDH counter	FLuc inhib CS	FLuc act counter	APP transl inh
COc1ccccc1-n1c(C)nnc1SCC(=O)Nc1cccc(C(C)=O)c1	0.95	19	0.4	3.0	1	100	-14	-4	1	-19
COc1ccc(CC(=O)NCC2(N3CCCCC3)CCCCC2)cc1	1.1	1	0.0	-0.3	3	97	10	-4	1	-1
O=C(N/N=C/c1ccc(Sc2ccccn2)o1)c1cccc([N+](=O)[O-])c1	1.1	-17	0.0	-0.5	-4	85	-4	4	1	17
N#Cc1cc2c(nc1SCC(=O)NCc1ccc3c(c1)OCO3)CCCCC2	1.3	8	0.0	-0.1	-5	103	2	-3	1	-8
Cc1ccc(C(C(=O)NC2CCCC2)N(C(=O)Cc2cccs2)c2ccc(C)c(C)c2)o1 (centres undefined)	0.7	4	-0.1	2.4	-4	93	-3	-5	1.1	-4
N#Cc1nc(-c2ccccc2F)oc1NCc1cccc2c1OCO2	1	-19	0.0	-0.3	0	95	0	-3	1	18
O=c1c2sccc2n(Cc2cc(=O)n3ccccc3n2)c(=O)n1-c1ccccc1	0.95	-12	-0.2	0.0	-2	102	16	-5	1.1	12
O=S(=O)(Nc1cccc(S(=O)(=O)N2CCOCC2)c1)c1ccc2c(c1)OCCO2	1.2	-18	0.0	-2.9	4	92	5	-3	1	18
CCC(C)(C)NC(=O)CN(Cc1cccs1)C(=O)C(=O)Nc1ccc2c(c1)OCCO2	1	-7	-0.1	-8.1	x	97	13	0	1	7
Cc1ccc(S(=O)(=O)c2cc3ccccc3nc2N)cc1	1.2	-5	-0.1	-1.6	-3	91	0	-1	1	5
COc1ccc(Cl)cc1Nc1nc(C)cc(C)c1C(N)=O	0.97	-8	0.5	0.4	-2	101	16	-2	1	8
Cc1ccc(Nc2cc(C)nc3nnnn23)cc1	1.2	17	0.4	3.5	-5	98	-12	0	1	-17
Cc1ccc(NC(=O)c2ccccc2OCc2ccc([N+](=O)[O-])cc2)nc1	x	25	0.4	-1.2	0	112	8	-3	1	-25
Cc1c(Nc2cc(=O)oc3ccccc23)c(=O)n(-c2ccccc2)n1C	1.3	9	-0.4	-3.2	2	100	-10	-7	1.1	-9
Cc1nn(CC(=O)c2cccc(Cl)c2)c(C)c1[N+](=O)[O-]	1.1	-6	-0.5	-0.6	-4	116	10	-8	1.1	6
Cc1ccccc1-n1ncc(C(C)NC(=O)c2ccco2)c1C (centres undefined)	1.4	5	0.1	-0.8	2	108	4	-4	1	-5
C/C(=N/NC(=O)c1cccs1)c1ccc(NC(=O)COc2ccc(Cl)cc2)cc1	1.3	27	0.1	0.0	-1	105	-28	-9	1.1	-27
Cc1cccc(N2C(=O)SC(N(C)c3ccccc3)C2=O)c1 (centres undefined)	1.2	0	-0.1	0.9	4	102	7	-2	1	0
Cc1nnc(NC(=O)c2ccc3ccccc3n2)s1	2.1	40	-0.1	1.7	-1	138*	2	36	0.6	-40
CCC(CC)C(=O)Nc1ccc(Nc2ccccc2)cc1	1.9	9	-0.2	0.2	-10	101	-5	12	0.9	-10
CCCCCCn1c(SCC(=O)c2ccccc2)nc2c1c(=O)[nH]c(=O)n2C	1.1	8	-0.1	-0.2	-2	104	-25	-6	1.1	-8
CCN1CCN(c2ccc(NC(=O)c3cnccn3)cc2)CC1	1.6	59	-0.1	-1.2	7	115	-4	9	0.9	-59
COC(=O)c1nc2ccccn2c1F	1.1	14	-0.3	-0.1	-2	102	7	0	1	-14
CCOC(=O)N1CCN(C(=O)c2ccccc2CCc2ccccc2)CC1	1.1	-1	-0.2	0.0	1	93	-9	-2	1	1
O=S(=O)(NC1CCCCC1)c1ccc(Br)cc1	1.3	2	-0.1	-0.6	-7	96	-2	-5	1.1	-2
CCC(=O)Oc1c(S(=O)(=O)c2ccc(C)cc2)c(C)nn1C(C)(C)C	1.1	13	0.0	1.5	5	102	-1	-3	1	-13
Cc1ccc(OCC(=O)Nc2sc3c(c2C#N)CCC3)cc1	1.5	22	0.4	-3.2	-9	122	0	4	1	-22
C=CCOc1ccccc1CNCCc1ccc(S(N)(=O)=O)cc1	1.2	-1	-0.4	-0.7	0	96	3	-4	1	1
Cc1nc2ccc3nc(NC(=O)c4ccc(S(=O)(=O)N5CCOCC5)cc4)sc3c2s1	1	19	0.2	-3.1	-3	103	6	-4	1	-19
O=C(Nc1cccc(-c2nc3ncccc3o2)c1)c1sc2cc(Cl)ccc2c1Cl	1.3	16	0.2	-3.3	-4	105	5	-8	1.1	-16
O=C(C1=C(O)C(=O)N(c2ncccn2)C1c1ccc(Cl)cc1)c1ccco1 (centres undefined)	1.1	-1	-0.5	-0.8	-6	100	5	7	0.9	1
COc1ccc(-n2c(C)cc(/C=C/c3nc(O)c([N+](=O)[O-])c(=O)[nH]3)c2C)cc1	0.84	28	0.2	-1.4	-5	105	-1	-1	1	-28
CCOc1ccccc1NC(=O)c1ccc(S(=O)(=O)N2CCOCC2)cc1	1.2	14	-0.1	2.6	-6	97	-4	-3	1	-14
Cc1ccc(C(=O)COC(=O)c2ccncc2)cc1[N+](=O)[O-]	1.1	13	-0.3	-0.3	-4	102	3	-1	1	-13

Screens (PubChem)
